ABHD5 PLIN5 PPI: ABHD5-PLIN5 interaction inhibitors, primary screen, cell lysate, split luciferase complementation, luminescence. Perilipin-5 (Homo sapiens) + 1-acylglycerol-3-phosphate O-acyltransferase ABHD5 (Homo …. Split G. princeps luciferase complementation, 4 h. inhibition, % at 4 µM. 360,000 compounds, 0.78% hits. AID 602281, 2012;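 active means inhibition above the mean inhibition across every tested compound plus 3 SD, cut at about 22% in these data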;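 further: 0% = DMSO only wells and the 100% control is not disclosed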
HTR2A ag: mouse Htr2a agonists via beta-arrestin recruitment, primary screen, cell-based, luminescence. 5-hydroxytryptamine receptor 2A (Mus musculus), P35363. CHO-K1 mHTR2A beta-arrestin complementation; percent of 30 µM serotonin response. activation, % at 7.6 µM. 360,000 compounds, 0.66% hits. AID 624169, 2012;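 active means activation above a run cutoff, the mean activation of all tested compounds plus 3 SD, cut at about 14% in these data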;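 further: 0% = plate median of compound wells and 100% = 30 µM serotonin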
PDI turbidity: inhibitors of human PDI, primary screen, biochemical, turbidity, single point, plate reader. Protein disulfide-isomerase (Homo sapiens), P07237. PDI insulin aggregation turbidity, A650, 90 min. inhibition, % at 10 µM. 350,000 compounds, 0.052% hits. AID 588391, 2011;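 active means mean inhibition across replicates of 30% or more, whatever share of single replicates reach that level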;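 further: absorbance from insulin aggregation driven by PDI reduction with DTT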
N-glyco inh: increase of ERlucT glycosylation luciferase signal, primary screen, N-linked glycosylation inhibitor project, D54 ERlucT cells, luminescence, set 2 | reporter increase, % at 12.5 µM | D54 ERlucT glycosylation luciferase reporter, 24 h; percent of 100 nM tunicamycin response | 360,000 compounds, 0.23% hits | AID 588692, 2011;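 active means mean luciferase reporter signal, scaled so untreated is 0 and the glycosylation-blocking control 100, at or above a set limit in every replicate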;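 further: luciferase carries N-glycosylation sites so blocking glycosylation raises the light; 0% = median of neutral control wells and 100% = median of 100 nM tunicamycin wells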
ABCB6 inh MLPCN: ABCB6 transporter inhibitors, primary screen, K562-ABCB6 cells, flow cytometry, MLPCN library; fluorescence ratio to DMSO, % at 10 µM; ATP-binding cassette sub-family B member 6 (Homo sapiens), Q9NP58; K562-ABCB6 porphyrin accumulation, 1 h; stronger effect = lower value; AID 602162, 2011; 360,000 compounds, 0.19% hits;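 active means fluorescence ratio to DMSO below 75%, the collection mean minus 3 SD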;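 further: signal is porphyrin accumulated inside mitochondria; 100% equals median channel fluorescence of DMSO control wells; lower ratio means ABCB6 inhibition with less porphyrin fluorescence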
Target sequence (Q9NP58 whole entry, looked up): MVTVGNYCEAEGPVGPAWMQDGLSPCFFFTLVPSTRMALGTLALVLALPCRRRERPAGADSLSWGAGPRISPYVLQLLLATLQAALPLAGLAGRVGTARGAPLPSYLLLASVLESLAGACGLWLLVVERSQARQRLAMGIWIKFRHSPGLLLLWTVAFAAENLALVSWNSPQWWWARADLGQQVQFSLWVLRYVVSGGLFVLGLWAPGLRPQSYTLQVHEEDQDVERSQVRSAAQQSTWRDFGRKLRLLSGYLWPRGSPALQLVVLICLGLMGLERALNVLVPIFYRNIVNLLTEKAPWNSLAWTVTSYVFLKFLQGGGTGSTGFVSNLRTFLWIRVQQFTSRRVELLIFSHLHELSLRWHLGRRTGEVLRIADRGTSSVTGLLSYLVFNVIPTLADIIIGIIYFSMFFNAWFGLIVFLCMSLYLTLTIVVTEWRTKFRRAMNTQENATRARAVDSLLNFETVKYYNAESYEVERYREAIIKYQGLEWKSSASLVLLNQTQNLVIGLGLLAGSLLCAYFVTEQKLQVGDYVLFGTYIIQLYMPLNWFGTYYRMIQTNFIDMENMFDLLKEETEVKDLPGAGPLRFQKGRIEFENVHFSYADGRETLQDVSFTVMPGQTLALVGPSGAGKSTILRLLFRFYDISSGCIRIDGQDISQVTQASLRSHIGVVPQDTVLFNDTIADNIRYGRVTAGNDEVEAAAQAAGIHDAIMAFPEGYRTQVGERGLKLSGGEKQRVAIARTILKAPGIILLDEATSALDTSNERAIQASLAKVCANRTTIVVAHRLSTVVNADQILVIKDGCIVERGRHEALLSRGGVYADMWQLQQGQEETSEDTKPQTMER
MC4R barr agon: MC4R agonists recruiting beta-arrestin, primary screen, cell-based, luminescence, agonist arm of biased-ligand search; Melanocortin receptor 4 (Homo sapiens), P32245; U2OS MC4R beta-arrestin complementation; percent of melanotan II response, DMSO zero; activation, % at 8.9 µM; 360,000 compounds, 0.98% hits; AID 540308, 2011;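 active means activation above a per-plate cutoff, the mean activation of sample wells on that plate plus 3 SD, cut at about 8% in these data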
CaV13 ICDI inh: Disruptors of the CACNA1D IQ motif to Ca2+-dependent inactivation inhibitor domain association, primary screening, Förster resonance energy transfer in intact living …; HEK cells, CFP/YFP FRET ICDI-IQ, plate reader, 10 min; percent FRET-ratio fall versus neutral wells; inhibition, % at 12.3 µM; 340,000 compounds, 0.098% hits;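 active means mean replicate inhibition of at least 30% and at least 1% of replicates passing that level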;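 further: 0% = median of the neutral control wells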
Cardio protect: cardioprotection against H2O2-induced cell death, primary screen, uHTS, H9c2 cells, ATPLite luminescence. H9c2 cardiomyocytes, H2O2 injury protection, 2 h. 360,000 compounds, 0.63% hits. AID 588492, 2011. protection from H2O2 cell death, % at 20 µM;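 active means compounds giving at least 50% protection of heart cells from peroxide-induced death in the single-dose screen, raw or plate-pattern-corrected value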;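 further: 0% = DMSO wells with peroxide and 100% = DMSO wells without peroxide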
Exocytosis inh: LAMP-1 surface exposure blockers, TALL-104 cells – cell-based, flow cytometry, MLPCN library, primary screen; inhibition, % at 10 µM; TALL-104 LAMP-1 surface exposure; cells stimulated with thapsigargin and PMA; 360,000 compounds, 0.66% hits; AID 651702, 2012;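 active means inhibition above about 55%, limit read from the data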
MC4R antagonist: MC4R antagonists of cAMP signaling, primary screen, cell-based, TR-FRET, antagonist arm of biased-ligand search | Melanocortin receptor 4 (Homo sapiens), P32245 | MC4R-expressing cells, MTII-stimulated cAMP, LANCE TR-FRET | inhibition, % at 6.5 µM | 360,000 compounds, 0.48% hits | AID 540295, 2011;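 active means inhibition above its plate's cutoff, the mean of tested wells on that plate plus 3 SD, cut at about 29% in these data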;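 further: 0% = Melanotan II alone and 100% = Melanotan II plus saturating MCL0020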
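system = U2OS cells with stable human MC4R expression | also added = Melanotan II challenge after compound preincubation | dosing = one concentration, 6.5 µM nominal | incubation = compound 30 min, challenge 1 h, detection 1 h | measured by = TR-FRET with Eu-cAMP and labeled anti-cAMP, 671 nm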
* hit, by the source's call; x = not tested or not shown.

Order of results: ABHD5 PLIN5 PPI, HTR2A ag, PDI turbidity, N-glyco inh, ABCB6 inh MLPCN, MC4R barr agon, CaV13 ICDI inh, Cardio protect, Exocytosis inh, MC4R antagonist
O=C(CN1CCN(S(=O)(=O)c2ccc(F)cc2)CC1)Nc1ccccc1C(=O)NC1CC1
  -5.7, 8.5, -3.7, -0.4, 103.0, -1.5, -5.2, 6.6, -3.1, 10.2
COc1ccc(C(=O)Nc2ccccc2C(=O)O)cc1NC(=O)C(c1ccccc1)c1ccccc1
  -4.2, 0.0, 6.4, -0.5, 102.0, -1.0, -3.9, -7.1, 3.8, 4.4
CCC(Oc1ccccc1)C(=O)N1CCN(C(=O)C(CC)Oc2ccccc2)CC1 (centres undefined)
  -4.6, -1.1, -2.5, 1.6, 101.0, 2.1, -9.0, 4.1, -3.6, 20.1
CCN(CCn1cccn1)Cc1ccccc1OCC(O)CN1CCc2ccccc2C1 (centres undefined)
  3.3, -5.6, 3.2, -0.9, 97.0, 1.0, -4.6, 24.4, 21.8, 15.1
C#C[C@]1(O)CC[C@H]2[C@@H]3CCc4cc(OC)ccc4[C@H]3CC[C@@]21C
  -1.9, -1.1, 8.1, 0.9, 98.0, 0.5, -4.3, -39.2, 3.7, 4.7
CCOC(=O)C1(Cc2ccccc2)CCCN(Cc2ccc(OCC)c(CO)c2)C1 (centres undefined)
  -6.8, 4.7, 3.6, -1.3, 100.0, -4.3, -6.5, 14.1, 7.6, -1.6
CC1CCC(NC(=O)CN2CCCN(Cc3ccc(F)cc3Cl)C2=O)CC1 (centres undefined)
  -0.6, -0.6, 12.6, 1.0, 99.0, -0.3, x, -4.5, -0.8, 5.1
COc1cc(NC(=O)[C@@H]2CCCN2S(=O)(=O)c2cccc3cccnc23)cc(OC)c1OC
  0.8, -7.1, -2.8, 1.9, 99.0, 1.4, -8.2, 7.8, -12.5, -11.7
CC(C)(C)OC(=O)CNC(=O)c1[nH]cnc1C(=O)N[C@@H](Cc1ccccc1)C(=O)OCc1ccccc1
  -2.6, 5.5, 0.1, 1.9, 100.0, 4.1, 10.1, -8.6, -0.9, -8.5
Cc1cccc(Cn2c(C(C)O)nc3ccccc32)c1 (centres undefined)
  9.4, -2.3, -14.2, 0.9, 97.0, 1.1, -4.7, 1.6, -0.3, -0.7
CC(C)CC(NC(=O)OC(C)(C)C)c1cn([C@@H](CCC(=O)OC(C)(C)C)C(=O)N2CCN(C(=O)OC(C)(C)C)CC2)nn1 (some centres undefined)
  0.3, -3.0, -1.9, 1.3, 97.0, 0.7, -5.7, 11.2, -8.5, 4.3
COc1ccc(CCNC(=O)[C@H](C)NC(=O)N2CCn3c2nc2ccccc23)cc1OC
  -2.2, 4.3, 1.9, 3.5, 104.0, -3.0, -3.2, -3.1, -4.1, 2.8
C/C(=N/NC(=O)c1ccc2c(c1)OCCO2)c1ccc([N+](=O)[O-])cc1
  4.8, 2.3, 6.0, -1.6, 99.0, 0.1, -4.1, -1.3, -2.3, 7.9
CCC(=O)Nc1nc2c(OC)ccc(C)c2s1
  0.6, 0.3, x, 6.0, 96.0, -1.0, -6.0, -10.4, 3.8, 9.5
Cc1cccc(-n2ccc(=O)c(C(=O)O)n2)c1
  2.0, 2.7, -2.8, 0.3, 98.0, -0.1, -18.6, 1.0, -8.1, -2.9
COc1ccccc1NS(=O)(=O)c1cc(NC(=O)C2=NNC(=O)CC2)ccc1C
  2.4, 5.7, 17.3, -0.6, 91.0, -1.6, -6.5, 10.6, -0.9, -4.2
C#CCOCCOCCOCCNc1nc(N2CCN(C(=O)[C@H]([C@@H](C)CC)n3cc(CCCCN)nn3)CC2)nc(N2CCN(C(=O)[C@H](C)n3cc(CCCN=C(N)N)nn3)CC2)n1
  -8.3, 3.0, -2.1, 1.9, 102.0, -1.3, -9.6, 1.9, -5.7, 1.9
O=C1CCCC(=O)C1CS(=O)(=O)c1ccccc1
  40.7*, 1.2, 5.3, 0.0, 94.0, -0.5, -6.3, 4.9, -0.7, -2.7
Cc1ccc(-c2nc(-c3ccccn3)no2)cc1
  16.8, 8.7, -7.5, -18.2, 97.0, -0.4, x, -32.4, 0.1, -1.3
O=C(CCNC(=O)Cn1ccc2ccccc2c1=O)NCc1ccc(F)cc1Cl
  0.1, -2.7, -2.2, 0.7, 98.0, -1.1, -6.3, -4.7, 0.2, -9.9
O=C(CN1CCCCCC1)Nc1ccccc1Cl
  4.1, -2.4, 13.3, 2.0, 99.0, 0.2, -4.4, -3.3, -9.6, 4.6
CCOc1ccccc1NC(=O)CSc1nc2c(c(=O)n1C)SC(C)C2 (centres undefined)
  -3.1, -5.8, -0.9, -2.7, 97.0, 3.2, -5.4, -12.6, -0.9, 12.2
Cc1cccc(C)c1NC(=O)CN(C)C(=O)c1ccc(COc2ccccc2)cc1
  -6.4, 2.0, 4.5, -0.4, 89.0, -2.9, -10.9, 4.0, -3.6, -2.7
c1ccc(CNc2nc(NCc3ccco3)nc(N3CCOCC3)n2)cc1
  -2.8, -6.3, 4.2, -1.1, 97.0, -1.3, -1.3, -12.0, 2.2, 3.7
Cc1nc2cc(-c3cccc(F)c3)nn2c(N2CCN(C(=O)c3ccco3)CC2)c1C
  5.3, -2.9, 0.1, -1.8, 100.0, 0.2, x, 21.8, -4.8, 5.2
CCOC(=O)N1CCN(C(=O)CSc2ccc(-c3ccccc3)nn2)CC1
  1.6, 4.9, 6.3, 1.5, 86.0, 1.4, -20.3, -3.1, 2.8, -1.0
COC(=O)c1ccc(NC(=O)N(c2ccccc2)c2ccccc2)cc1
  -1.1, 1.8, 6.4, -1.2, 95.0, -2.7, -2.3, -4.4, -0.4, 3.3
COc1ccc(N2CCN(C(=O)c3cc(=O)c4cc(C)c(C)cc4o3)CC2)cc1
  2.2, 0.2, 11.0, 2.1, 95.0, 0.3, -12.8, 0.5, 1.9, 1.0
CCn1c(CC(=O)Nc2ccc(C)cc2)n[nH]c1=S
  -3.3, -1.4, -2.1, 2.4, 104.0, -0.8, -1.4, 6.8, -1.1, 12.0
CC1CN(c2ccc([N+](=O)[O-])cc2C(=O)N2CCOCC2)CC(C)N1 (centres undefined)
  -4.4, 1.7, 0.1, 1.5, 99.0, -3.4, -4.9, 7.8, 0.1, 8.4
COC(=O)CN1C(=O)[C@H]2[C@@H](/C=C/c3ccccc3)N3C(=O)CN(Cc4ccc(-c5ccccc5)cc4)C(=O)[C@@]3(C)[C@H]2C1=O
  7.4, 12.7, 5.6, -0.8, 99.0, 2.4, -8.9, 6.1, 19.4, 2.5
COc1ccc(OC)c(CNC(=O)CCC(=O)N2Cc3cccc(OC)c3Oc3ncccc32)c1
  6.3, 6.5, 14.2, 0.4, 96.0, -1.2, -15.6, -2.0, 5.4, -1.5
Cc1ccc(CNC(=O)CCCn2nc(C)n3ccnc3c2=O)cc1
  0.9, -5.3, x, 1.6, 99.0, 0.4, -7.3, 1.1, 3.6, 4.3
COCCN1C(=O)c2ccccc2C(C(=O)N2CCN(c3ccccn3)CC2)C1c1ccc(F)cc1 (centres undefined)
  0.8, 4.7, 0.7, -0.2, 91.0, 0.5, -4.4, 6.9, 2.8, 12.4
CCCCNc1ccc(C(=O)Nc2cccc(C)n2)cc1[N+](=O)[O-]
  1.9, 10.0, -4.2, 0.5, 96.0, -1.8, -12.0, -6.0, -2.3, -0.9
CC(C(=O)Nc1nccs1)c1ccc([N+](=O)[O-])cc1 (centres undefined)
  -5.7, 0.1, -2.5, 0.2, 100.0, -3.6, -5.0, 0.7, 0.0, -3.4
COc1ccc(S(=O)(=O)N2CCCCCC2)cc1NC(C)C(=O)Nc1ccc(NC(C)=O)cc1 (centres undefined)
  47.4*, -2.0, -4.0, -0.2, 101.0, -1.0, -5.3, 3.3, -3.2, -1.9
Cc1cc(OCC(=O)N2CCC(C(N)=O)CC2)c2c(C)c(C)c(=O)oc2c1
  3.8, 0.4, x, 1.6, 100.0, -0.3, x, -2.3, -3.3, 6.5
O=S(=O)(NCCc1ccccc1)c1ccc(F)cc1Br
  9.6, -1.1, 0.1, -1.2, 97.0, -1.5, -3.9, 0.0, -1.0, 2.3
COc1ccc(C2C(C(=O)c3cccs3)=C(O)C(=O)N2Cc2cccnc2)cc1OC (centres undefined)
  4.8, 2.3, -7.3, -0.3, 95.0, -0.8, 4.6, 7.5, -2.2, 5.4
CCCC(=O)Nc1cc2c3c(c1)CCN3C(=O)CC2
  -6.4, 0.9, 9.2, -2.4, 103.0, -2.5, -10.8, -1.4, 4.7, -2.8
O=C(NCc1ccccc1)NC(O)C(Cl)(Cl)Cl (centres undefined)
  -2.7, -2.0, -1.6, 0.0, 98.0, -1.2, -2.6, 10.0, -0.4, 17.3
CCCc1nc2ccc(NC(=O)NCCC(=O)OCC)cc2c(=O)n1Cc1cccc(Cl)c1
  -0.2, -3.9, 24.6, -5.9, 96.0, 3.5, x, 23.6, 9.4, 11.6
CCSc1nnnn1-c1ccccc1
  -4.2, -0.9, 1.3, -0.4, 87.0, -2.4, -5.3, -0.3, -7.5, -5.9
COc1ccccc1C(=O)NCCCCNC(=O)c1ccccc1OC
  -3.2, -1.1, -2.8, 0.6, 99.0, 1.4, -2.7, 1.5, -0.2, 19.9
CCCSc1nnc2n(N)c(=O)c3ccccc3n12
  3.8, 0.6, -14.6, 2.1, 102.0, -0.8, -4.2, 2.4, -1.2, -1.4
COCCn1c(SCC(=O)NCc2ccc3c(c2)OCO3)nc2ccccc2c1=O
  1.8, 2.4, 3.6, 1.7, 98.0, -1.5, -2.4, -1.3, 0.0, 3.7
O=Cc1ccccc1OCCOc1ccc([N+](=O)[O-])cc1
  -6.0, 8.7, 1.3, 0.9, 100.0, -2.0, -4.2, 0.5, -4.3, 4.8
COc1ccc(N2C(=O)C3CCCN3C2c2ccc(F)cc2)cc1Cl (centres undefined)
  3.1, 6.1, 3.2, -1.0, 98.0, -2.0, -4.3, 9.3, -1.1, 6.3
COc1cccc(C(O)c2nc(-c3cccc(C(=O)O)c3)cs2)c1 (centres undefined)
  1.1, 10.7, 1.3, 0.1, 103.0, 0.0, -5.6, 2.8, 1.4, 8.2
CSc1ccccc1NC(=O)c1onc(C)c1Cl
  1.5, -0.8, -3.5, 1.8, 101.0, -0.8, -8.5, 0.2, -0.9, 5.0

Screens deposited in PubChem BioAssay by several laboratories.

Hits appear at their usual frequency; about 4.2% have a hit in one of these screens.
